Screening results (PubChem BioAssay)
RSV antiviral HEp-2 – RSV antiviral activity via CPE protection, HEp-2 cells, primary 10 µM value included (AID 2391). HEp-2 cells, RSV-induced CPE inhibition; higher % means a stronger effect. CPE inhibition, % at 10 µM; hits with a dose series show IC50 in µM. 0.13% of 310,000 active; in the data active = a potency from the dose series; inconclusive = CPE inhibition mostly from about 23% at the one dose, without a potency; inactive = the rest, 99 in 100 with CPE inhibition below about 21%; also: strong numbers were not always called active
SV40 large T antigen – SV40 large T antigen inhibitors, biochemical (AID 1903) | 0.39% of 310,000 active | SV40 large T antigen ATPase/helicase inhibition assay; higher % means a stronger effect | inhibition, % at 20 µM, or IC50 in µM where a hit was titrated; in the data active = a potency from the dose series; inconclusive = inhibition mostly from about 32% at the one dose, without a potency; inactive = the rest, 99 in 100 with inhibition below about 32%; also: strong numbers were not always called active
UTI89 phage lysis – protection from phage-mediated lysis, alamar blue read-out – E. coli UTI89, K1F phage, bacterial capsule biogenesis inhibitors (AID 488966); E. coli UTI89 K1F phage lysis, alamar blue, 2 h; higher % means a stronger effect; inhibition, % at 100 µM, or IC50 in µM where a hit was titrated; 0.02% of 340,000 active;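 active = phage lysis inhibition, versus mean bacterial control, above a set limit; inconclusive = no clear call, values can overlap the other calls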;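 also: capsule biogenesis inhibitors block K1F phage lysis so surviving cells raise fluorescence; higher fluorescence means more inhibition of phage lysis; actives were called in the ten point dose series up to 300 µM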
ER stress rescue – rescue of cells from ER stress-induced death, primary screen, 384-well, CSM14.1, thapsigargin, ATP luminescence (AID 1222); CSM14.1 thapsigargin-induced death rescue, ATP luminescence; higher % means a stronger effect; one-dose cellular ATP content (survival), % at 20 µM; EC50 in µM for titrated hits; 190,000 tested, under 10 active;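 active = EC50 below 50 µM in the dose-response confirmation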;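 also: death triggered by thapsigargin at about 15 µM added after 2 h compound pretreatment; cell ATP read after overnight thapsigargin exposure of roughly 18 to 22 hours; normalized against plate controls of thapsigargin alone and 5% DMSO vehicle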
NS5 inhibitors – flavivirus cap methylation enzyme inhibition – biochemical, confirmation dose response, primary screen (AID 588689). one-dose inhibition, % at 25 µM; IC50 in µM for titrated hits. Dengue-2 NS5 methyltransferase capping enzyme assay, biochemical; higher % means a stronger effect. 0.3% of 340,000 active; in the data active = a potency from the dose series; inconclusive = inhibition above about 29% without an active follow-up result
XIAP antagonists – small molecules displacing peptide from XIAP – biochemical, IAP family, fluorescence polarization (AID 1018). one-dose displacement, % at 20 µM; IC50 in µM for titrated hits. 0.007% of 200,000 active. XIAP BIR domain, fluorescence polarization peptide displacement; higher % means a stronger effect; in the data active = displacement above about 50%; also: a part of the inactive calls stands beside numbers as strong as those of hits
West Nile antiviral – inhibition of WNV-induced cytopathic effect – cell-based, CPE readout (AID 1621). 0.02% of 290,000 active. one-dose CPE inhibition, % at 10 µM; IC50 in µM for titrated hits. West Nile virus-infected cells, CPE inhibition; higher % means a stronger effect; in the data active = a potency from the dose series; inconclusive = CPE inhibition mostly from about 3.7% at the one dose, without a potency; inactive = the rest, 99 in 100 with CPE inhibition below about 2.2%; also: strong numbers were not always called active
WT yeast gro inh – growth inhibition of WT yeast, mitochondrial fusion screen | AID 1362 | mitochondrial fusion phenotypic screen, WT strain | inhibition, % at 10 µM | 2.1% of 190,000 active; in the data active = inhibition above about 58%; tested in S. cerevisiae
Yfh1-off respiration – enhancers of respiration in Yfh1-depleted yeast, dose response, Friedreich's ataxia, plus single-dose screen (AID 1465) | S. cerevisiae Yfh1-off respiration, WST-1 reduction, 72 h; higher fold induction means a stronger effect | one-dose fold induction at 50 µM; EC50 in µM for titrated hits | 0.074% of 220,000 active;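 active = fold induction of absorbance versus untreated yeast above a set limit, then at least 30% activation at any dose in follow-up; inconclusive = repeats straddling the limit, or above it without dose testing; inactive = fold induction below the set limit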;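 also: activators that raise dye reduction in frataxin-depleted yeast; strong numbers were not always called active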
WT yeast gro inh mutant strain – also measured in WT yeast gro inh; calls as there; inhibition, %; mitochondrial fusion phenotypic screen, mutant strain inhibition
NS5 inhibitors pilot replicate – further read-out of NS5 inhibitors, marked with its call; inhibition, %; measured here: pilot screen replicate inhibition
Starred values were filed as active, the others as inactive; [ ] = remark or other dose.

`CCOC(=O)CSC1=Nc2ccccc2C2=NC(CC(=O)NCc3ccc(OC)cc3)C(=O)N12` (stereo not drawn) gave RSV antiviral HEp-2 0.5%, SV40 large T antigen 0%, UTI89 phage lysis 1.6%, ER stress rescue -2.3%, NS5 inhibitors -2%, XIAP antagonists -6.8%, West Nile antiviral 1.2%, WT yeast gro inh -8, Yfh1-off respiration inactive and WT yeast gro inh mutant strain -4.
c1cc2[nH]snc2c2nc(C3CC3)nc12 was read as RSV antiviral HEp-2 -0.6%, SV40 large T antigen 5%, UTI89 phage lysis -0.3%, ER stress rescue -2.4%, NS5 inhibitors -4%, XIAP antagonists -20%, West Nile antiviral 0.6%, WT yeast gro inh -26, Yfh1-off respiration inactive, WT yeast gro inh mutant strain 17 and NS5 inhibitors pilot replicate -3.0.
CN1CCOc2cc(S(=O)(=O)NCc3ccc(S(N)(=O)=O)cc3)ccc21 was read as RSV antiviral HEp-2 0.7%, SV40 large T antigen 1%, UTI89 phage lysis -0.2%, NS5 inhibitors -3% and West Nile antiviral 0.0%.
Screening FC(F)(F)c1nnc2n1N=C(c1cccs1)CS2 returned RSV antiviral HEp-2 44%, SV40 large T antigen 9%, UTI89 phage lysis 0.2%, ER stress rescue 3.3%, NS5 inhibitors -2%, XIAP antagonists 3.4%, West Nile antiviral -0.3%, WT yeast gro inh -11, Yfh1-off respiration inactive and WT yeast gro inh mutant strain 1.
CC1CCN(C(=O)c2ccc(CS(=O)(=O)Cc3ccccc3)cc2)CC1 was read as RSV antiviral HEp-2 16%, SV40 large T antigen 6%, UTI89 phage lysis 0.1%, NS5 inhibitors 1% and West Nile antiviral -0.2%.
For Cc1cc(OCC(=O)Nc2cc(-c3nn4c(C)nnc4s3)ccc2C)ccc1Cl the results were RSV antiviral HEp-2 0.5%, SV40 large T antigen 6%, UTI89 phage lysis 0.9%, ER stress rescue 1.5%, NS5 inhibitors 1%, XIAP antagonists -30%, West Nile antiviral -0.4%, WT yeast gro inh 4, Yfh1-off respiration inactive and WT yeast gro inh mutant strain -17.
`O=C(c1ccc(Cl)cc1)N1CCN(C(=O)c2ccco2)CC1` gave RSV antiviral HEp-2 2.8%, SV40 large T antigen 11%, UTI89 phage lysis 0.0%, ER stress rescue -0.6%, NS5 inhibitors -5%, XIAP antagonists -9.1%, West Nile antiviral -0.1%, WT yeast gro inh 13, Yfh1-off respiration inactive and WT yeast gro inh mutant strain 14.
Screening COc1ccc(S(=O)(=O)Nc2ccc(S(=O)(=O)Nc3nc(C)cc(C)n3)cc2)cc1OC returned RSV antiviral HEp-2 -0.5%, SV40 large T antigen 0%, UTI89 phage lysis 0.0%, ER stress rescue 0.3%, NS5 inhibitors -1%, XIAP antagonists -3.0%, West Nile antiviral -2.0%, WT yeast gro inh 2, Yfh1-off respiration inactive and WT yeast gro inh mutant strain -11.
Screening CCOCCCNC(c1ccccc1)c1ccncc1 (stereo not drawn) returned RSV antiviral HEp-2 2.1%, SV40 large T antigen 11%, UTI89 phage lysis -0.7%, NS5 inhibitors -7% and West Nile antiviral -1.1%.
Screening O=S(=O)(Nc1ccc(S(=O)(=O)N2CCOCC2)cc1)c1ccccc1 returned RSV antiviral HEp-2 -1.0%, SV40 large T antigen 13%, UTI89 phage lysis 1.7%, ER stress rescue -0.7%, NS5 inhibitors -10%, XIAP antagonists -1.9%, West Nile antiviral 1.8%, WT yeast gro inh 4, Yfh1-off respiration inactive and WT yeast gro inh mutant strain -2.
For CSc1cccc(NC(=O)CCNS(=O)(=O)c2ccc3[nH]c(=O)oc3c2)c1 the results were RSV antiviral HEp-2 0.3%, SV40 large T antigen 9%, UTI89 phage lysis 2.1%, NS5 inhibitors -5% and West Nile antiviral 0.8%.
For CCCCCN(C(=O)NC(=O)Nc1ccccc1C)S(C)(=O)=O the results were RSV antiviral HEp-2 -0.4%, SV40 large T antigen 9%, UTI89 phage lysis 0.1%, ER stress rescue -2.0%, NS5 inhibitors -3%, XIAP antagonists -16%, West Nile antiviral -0.5%, WT yeast gro inh 7, Yfh1-off respiration inactive and WT yeast gro inh mutant strain 20.
Screening Cc1ccccc1N1CC(C(=O)N2CC(C)CC(C)C2)CC1=O (stereo not drawn) returned RSV antiviral HEp-2 -1.6%, SV40 large T antigen 11%, UTI89 phage lysis -0.1%[50 µM] and NS5 inhibitors -4%.
Screening Cn1c(=O)oc2cc(S(=O)(=O)N3CCN(c4cccc(Cl)c4)CC3)ccc21 returned RSV antiviral HEp-2 0.8%, SV40 large T antigen 7%, UTI89 phage lysis 0.2%, ER stress rescue 0.7%, NS5 inhibitors -1%, XIAP antagonists -2.3%, West Nile antiviral -0.5%, WT yeast gro inh 0, Yfh1-off respiration inactive, WT yeast gro inh mutant strain -19 and NS5 inhibitors pilot replicate 3.0.
CCCC1(C(=O)O)NC(c2ccccc2O)C2C(=O)N(Cc3ccccc3)C(=O)C21 (stereo not drawn) was read as RSV antiviral HEp-2 0.8%, SV40 large T antigen 13%, UTI89 phage lysis inconclusive, ER stress rescue -1.0%, NS5 inhibitors -5%, XIAP antagonists -5.1%, West Nile antiviral 0.1%, WT yeast gro inh -3, Yfh1-off respiration inactive and WT yeast gro inh mutant strain 4.
COc1cccc(Nc2ccc(Nc3cccc(OC)c3)nn2)c1 was read as RSV antiviral HEp-2 5.8%, SV40 large T antigen 4%, UTI89 phage lysis 1.1%[50 µM], ER stress rescue -1.9%, NS5 inhibitors -1%, XIAP antagonists -9.0%, West Nile antiviral -0.4%, WT yeast gro inh 12, Yfh1-off respiration inactive and WT yeast gro inh mutant strain -1.
`C#CCNC(=O)C1=C[C@H](c2coc3ccccc3c2=O)C[C@H](OCc2ccc(CO)cc2)O1` gave RSV antiviral HEp-2 1.0%, SV40 large T antigen 3%, UTI89 phage lysis 1.9%, ER stress rescue 6.7%, NS5 inhibitors 2%, XIAP antagonists -2.5%, West Nile antiviral -0.2%, WT yeast gro inh -15, Yfh1-off respiration inactive and WT yeast gro inh mutant strain -3.
For CCN1C(=O)C(F)(CC)C(=O)c2ccccc21 (stereo not drawn) the results were RSV antiviral HEp-2 0.0%, SV40 large T antigen -2%, UTI89 phage lysis 0.2%, ER stress rescue 3.6%, NS5 inhibitors 1%, XIAP antagonists -3.0%, West Nile antiviral 0.3%, WT yeast gro inh -11, Yfh1-off respiration inactive and WT yeast gro inh mutant strain 10.
For O=C(O)c1ccccc1NC(=S)NC(NC(=O)c1ccccc1[N+](=O)[O-])C(Cl)(Cl)Cl (stereo not drawn) the results were RSV antiviral HEp-2 2.8%, SV40 large T antigen 24%, UTI89 phage lysis -0.2%, ER stress rescue -1.2%, NS5 inhibitors 1%, XIAP antagonists -2.5%, West Nile antiviral 0.1%, WT yeast gro inh -7, Yfh1-off respiration inactive and WT yeast gro inh mutant strain 7.
For CC(C)CCNC(=O)c1ccc(NC(=O)C2=CSCCO2)cc1 the results were RSV antiviral HEp-2 1.5%, SV40 large T antigen 14%, UTI89 phage lysis 0.0%, NS5 inhibitors 2% and West Nile antiviral -0.2%.
`COc1ccc(NC2CCCN(C(=O)CCCn3cncn3)C2)cc1` (stereo not drawn) gave RSV antiviral HEp-2 0.2%, SV40 large T antigen 53µM*, UTI89 phage lysis 0.0%, NS5 inhibitors -5% and West Nile antiviral -0.1%.
Screening N#Cc1ccsc1NC(=O)c1ccc(Cl)c([N+](=O)[O-])c1 returned RSV antiviral HEp-2 12%, SV40 large T antigen 1%, UTI89 phage lysis 0.2%, NS5 inhibitors -6%, West Nile antiviral 0.2% and Yfh1-off respiration inactive.
For Cc1nc2cc(NC(=O)c3ccc(N4C(=O)CCC4=O)cc3)ccc2s1 the results were RSV antiviral HEp-2 -1.4%, SV40 large T antigen -5%, UTI89 phage lysis 0.3%, NS5 inhibitors -1%, XIAP antagonists -4.1%, West Nile antiviral 0.1%, WT yeast gro inh 10, Yfh1-off respiration inactive and WT yeast gro inh mutant strain -5.
`CCSC1=NCCN1C(=O)c1ccc(S(=O)(=O)N(CC)CC)cc1` gave RSV antiviral HEp-2 3.6%, SV40 large T antigen 6%, UTI89 phage lysis 0.2%, ER stress rescue -0.2%, NS5 inhibitors 4%, XIAP antagonists -0.2%, West Nile antiviral 0.1%, WT yeast gro inh 2, Yfh1-off respiration inactive and WT yeast gro inh mutant strain -5.
For O=C(NCc1ccco1)C(=O)NCC1OCCCN1S(=O)(=O)c1ccc(Cl)cc1 (stereo not drawn) the results were RSV antiviral HEp-2 3.3%, SV40 large T antigen 1%, UTI89 phage lysis 0.0%, ER stress rescue -0.3%, NS5 inhibitors 12%, XIAP antagonists -2.0%, West Nile antiviral -1.5%, WT yeast gro inh -10, Yfh1-off respiration inactive and WT yeast gro inh mutant strain 8.
`COCCN1C(=O)C(=O)/C(=C(/O)c2ccc(S(=O)(=O)N3CCOCC3)cc2)C1c1cccc([N+](=O)[O-])c1` (stereo not drawn) gave RSV antiviral HEp-2 4.4%, SV40 large T antigen 8%, UTI89 phage lysis 0.2%, NS5 inhibitors 12% and West Nile antiviral 0.5%.
Screening Cc1cc(OCC(=O)N(C)c2c(N)n(Cc3ccccc3)c(=O)[nH]c2=O)c(C(C)C)cc1Cl returned RSV antiviral HEp-2 1.4%, SV40 large T antigen 16%, UTI89 phage lysis 1.3%[50 µM] and NS5 inhibitors -4%.
For COc1cc(S(=O)(=O)Nc2cccc3cn[nH]c23)c(OC)cc1C the results were RSV antiviral HEp-2 3.0%, SV40 large T antigen 19%, UTI89 phage lysis 0.2%, NS5 inhibitors 0% and West Nile antiviral -0.2%.
Screening Cc1nnc(N/N=C\c2ccc(-c3ccccc3[N+](=O)[O-])o2)n1N returned RSV antiviral HEp-2 11%, SV40 large T antigen 9%, UTI89 phage lysis -2.5%, ER stress rescue -1.2%, NS5 inhibitors -2%, XIAP antagonists -2.6%, West Nile antiviral 1.2%, WT yeast gro inh -6, Yfh1-off respiration inactive and WT yeast gro inh mutant strain -15.
Screening Cc1noc(C)c1C(=O)Nc1sc(C)c(C)c1C#N returned RSV antiviral HEp-2 -2.2%, SV40 large T antigen 17%, UTI89 phage lysis 1.6%, ER stress rescue 0.4%, NS5 inhibitors -6%, XIAP antagonists -4.7%, West Nile antiviral -0.9%, WT yeast gro inh 3, Yfh1-off respiration inactive and WT yeast gro inh mutant strain 12.
For COc1ccc(C(=O)Oc2cc(C)[nH]c(=O)c2[N+](=O)[O-])cc1 the results were RSV antiviral HEp-2 4.1%, SV40 large T antigen 2%, UTI89 phage lysis -1.9%, ER stress rescue -4.0%, NS5 inhibitors -1%, XIAP antagonists -12%, WT yeast gro inh -3 and WT yeast gro inh mutant strain -21.
